# a7 integrin act: activators of alpha7 integrin expression for muscular dystrophy | alpha7betagal myoblasts, beta-gal FDG fluorescence, 48 h | Potency, µM (top dose mostly 38.3 µM), for inactives: at the top dose activation, most hits filed as activators | actives 0.064% (n = 350,000) | AID 624291;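 further: potency means the concentration at half of the fitted maximal effect; 100% = response of the positive control SU9516; nearly all actives have a fitted effect of over 60% in size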
#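 Alpha7betagal+/- myoblasts (passage 13) were plated 16-24 hr, then exposed to compounds (1:260 dilution of DMSO stock) for 48 hours at 37C. After MPER lysis, β-galactosidase reporter activity was read as FDG fluorescence (ex 480/em 540) after 30 minutes.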
# Eya2 phos inh: inhibitors of human Eya2 phosphatase activity; O00167; recombinant Eya2, OMFP fluorescence dephosphorylation (OMFP is methylfluorescein phosphate); Potency, µM (top dose mostly 76.9 µM), for inactives: at the top dose activity, negative = inhibition, hits mostly inhibitors; actives 0.006% (n = 330,000); AID 488837; further: potency means the concentration at half of the fitted maximal effect; on the % scale 0 is the no-effect control and ±100 the full control effect
#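 Eya2 (0.2 uM) preincubated 10 min at ambient with compound, then OMFP substrate added at 50 uM; 10 min reaction in 50 mM HEPES pH 7.5, 50 mM NaCl, 5 uM MgCl2, 0.05% BSA, 1 mM DTT. Fluorescence read at Ex 485/Em 525 nm.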
# A-T KAP1 phos: potential ataxia-telangiectasia treatments restoring KAP-1 phosphorylation. […] A-T fibroblasts, KAP-1 phosphorylation AlphaLISA; neocarzinostatin DNA damage 30 min before lysis. Potency, µM (highest dose often 57.5 µM), for the others: at the highest dose activation, usual class: activators. actives 0.19% (n = 320,000). AID 485349; further: potency means the concentration at half of the fitted maximal effect; % of control where 0% means no effect; nearly all actives have a fitted effect of over 45% in size
#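 ATM-like activity read as KAP-1 phosphorylation via AlphaLISA donor/acceptor antibody pairs after lysis and 6 hr at 25C. Cells were ATM-null patient fibroblasts ([…], hTERT), dosed 60 min, then exposed to the DSB inducer NCS for 30 min.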
# TCR act: T cell receptor activation. AID 504894. primary human leukocytes, anti-CD3, IL-2 HTRF, 48 h. 330,000 tested, under 10 active. Potency, µM (highest dose often 9.22 µM), for the others: at the top dose activation of IL-2 secretion, hits mostly activators; further: % of control where 0% means no effect
#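 48 hr co-incubation of compounds, a-CD3 beads and primary human leukocytes; IL-2 quantified homogeneously by HTRF with anti-IL-2 K and d2 conjugates.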
# TSHR antagonist: human thyrotropin receptor antagonism; activity change, negative = inhibition, % at 11.5 µM; P16473; actives 0.2% (n = 330,000); AID 504810; TSHR-expressing cells, TSH-stimulated cAMP HTRF, 2 h; stronger effect = lower value;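 active means activity change below a set negative limit, meaning inhibition stronger than a set level, cut at about -70% in these data; inconclusive means activity change between two set negative limits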; further: on the % scale 0 is the no-effect control and ±100 the full control effect
#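 Read-out is FRET at 665 nm (cryptate excitation 337 nm) from a cryptate-tagged anti-cAMP antibody, competed by cell cAMP against cAMP-d2. Compounds are tested on freshly harvested TSHR cells challenged with 4nM TSH (EC80) for 2 hours at 37 deg C.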
# Mito fusion act: mitochondrial division inhibition or fusion activation; Potency, µM (titrated, usually from 46.1 µM), for inactives: at the top dose growth rescue (activation), most hits filed as activators; AID 485298; actives 0.23% (n = 320,000); S. cerevisiae fusion-defective mutant growth rescue, CellTiterGlo 48 h;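 further: potency means the concentration at half of the fitted maximal effect; % of control where 0% means no effect; nearly all actives have a fitted effect of over 45% in size; temperature-sensitive fusion mutants such as fzo1-1 at 37 °C on non-fermentable ethanol glycerol medium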
#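 Compounds are tested for their ability to restore growth of mitochondrial fusion-defective yeast strains at non-permissive 37C in YPEG medium over 48 hours. Viability is quantified by luciferase luminescence.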
# Tb PFK inh: inhibitors of T. brucei phosphofructokinase. T. brucei PFK, ADP-Glo luminescence. Potency, µM (highest dose often 57.5 µM), inactives show at the highest dose activity, negative = inhibition, actives largely listed as inhibitors. actives 0.17% (n = 330,000). AID 485367. O15648;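 further: potency means the concentration at half of the fitted maximal effect; 0% = uninhibited 1x PFK enzyme wells and -100% = no-enzyme wells; nearly all actives have a fitted effect of over 60% in size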
# Target sequence (O15648 whole entry, looked up): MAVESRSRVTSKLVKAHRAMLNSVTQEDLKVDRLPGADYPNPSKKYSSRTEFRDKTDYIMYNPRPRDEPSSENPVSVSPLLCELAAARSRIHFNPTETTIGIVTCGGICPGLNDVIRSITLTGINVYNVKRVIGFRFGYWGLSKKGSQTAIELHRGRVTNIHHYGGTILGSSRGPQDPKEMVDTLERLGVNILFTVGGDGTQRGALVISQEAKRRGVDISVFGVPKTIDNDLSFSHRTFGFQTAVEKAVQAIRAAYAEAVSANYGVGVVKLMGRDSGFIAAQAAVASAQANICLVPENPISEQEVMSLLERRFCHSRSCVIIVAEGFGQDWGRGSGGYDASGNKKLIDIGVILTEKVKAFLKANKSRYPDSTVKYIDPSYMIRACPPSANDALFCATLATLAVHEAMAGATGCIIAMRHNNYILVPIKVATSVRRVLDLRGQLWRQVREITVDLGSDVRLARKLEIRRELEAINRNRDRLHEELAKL
#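 Luminescent ADP detection (ADP-Glo, two-step: ATP depletion then ADP-to-ATP conversion for luciferase) reported PFK activity after 45 min room-temperature reaction of 1.25 nM enzyme with 0.5 mM F6P and 0.1 mM ATP at pH 8.0.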
# ELG1 repair inh: ELG1-dependent DNA repair inhibition. actives 2.3% (n = 330,000). AID 504467. HEK293T ELG1-luciferase reporter, luminescence, 16 h; DNA damage induced by 5-fluorouridine. Potency, µM (doses to about 46.1 µM), for inactives: at the top dose activity change, negative = inhibition, most hits filed as inhibitors; further: potency means the concentration at half of the fitted maximal effect; on the % scale 0 is the no-effect control and ±100 the full control effect; nearly all actives have a fitted effect of over 55% in size
#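 Quantitative HTS, concentration-response format. 2,000 cells/well co-treated with 5-fluorouridine and compound, 16 hr in 5% CO2 at 37 °C; ONE-Glo luminescence read after 30 min.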
# ASM inhibitor: human S-ASM enzyme inhibition; P17405; placental ASM, HMU-PC fluorogenic substrate, 60 min; Potency, µM (titrated, usually from 57.5 µM), for inactives: at the top dose activity change, negative = inhibition, most hits filed as inhibitors; actives 0.006% (n = 340,000); further: potency means the concentration at half of the fitted maximal effect
#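 Steps: dispense placental human ASM, pin compound, wait 10 min at room temperature, add HMU-PC0 substrate at 9 uM final, incubate 60 min at 37 °C, add stop solution raising pH to 10, read fluorescence.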
# TSG101-PTAP inh: blocks PTAP/TSG101 interaction to inhibit HIV-1 budding; AID 493005; 340,000 tested, under 10 active; Q99816; Potency, µM (doses to about 115 µM), for inactives: top-dose activity change, negative = inhibition, actives largely listed as inhibitors; Fluorescence polarization, FITC-PTAP peptide / Tsg101 binding; active means well fitted inhibition curve with a large enough effect in the main read-out, with a control signal flat, not every such curve was filed as active; inconclusive means small, poorly fitted or top-dose-only effect, or effect the other way, or a change in a side signal; inactive means no such curve, though single readings can be large or run the other way; further: potency means the concentration at half of the fitted maximal effect; % of control where 0% means no effect
# Target sequence (Q99816 whole entry, looked up): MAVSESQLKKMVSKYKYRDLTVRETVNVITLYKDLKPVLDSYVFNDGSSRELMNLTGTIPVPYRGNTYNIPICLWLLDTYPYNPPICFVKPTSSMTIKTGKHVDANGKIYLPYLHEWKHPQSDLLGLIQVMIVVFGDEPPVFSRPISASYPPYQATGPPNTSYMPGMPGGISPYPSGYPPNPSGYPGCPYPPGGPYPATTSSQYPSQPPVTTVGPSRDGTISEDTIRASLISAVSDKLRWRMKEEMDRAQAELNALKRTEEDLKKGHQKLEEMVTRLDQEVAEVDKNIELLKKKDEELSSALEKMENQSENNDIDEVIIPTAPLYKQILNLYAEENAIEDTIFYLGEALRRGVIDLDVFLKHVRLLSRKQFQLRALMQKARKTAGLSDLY
#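 Steps: Tsg101 binding domain dispensed (10 uM final), compounds pinned in DMSO, FITC-labeled PTAP-motif peptide added (50 nM final); after 20 min binding at room temperature, polarization measured.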
# BCR signal inh: blocks chronic active B-cell receptor signaling | AID 493014 | actives 0.05% (n = 340,000) | Potency, µM (series often up to 46.1 µM), inactives show at the top dose ratio change, negative = lower green/red ratio, actives largely listed as inhibitors | ABC-DLBCL IkBa-CBG/CBR reporter, luminescence ratio, 4 h; active means well fitted inhibition curve with a large enough effect in the signal ratio, with a control signal flat, not every such curve was filed as active; inconclusive means small, poorly fitted or top-dose-only effect, or effect the other way, or a change in a side signal; the % refers to the signal ratio;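 further: potency means the concentration at half of the fitted maximal effect; plate controls were basal doxycycline-induced cells for no effect and cells given 10 µM MG132 for full effect; MG132 reads +100%, hits lower the ratio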
#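 TMD8 human ABC-DLBCL cells with doxycycline-inducible IκBα–green luciferase fusion and unfused red luciferase, in 0.5% FBS medium; compounds up to 46 uM, 4 h at 37C. Green/red luminescence ratio, filter-overlap corrected, fitted to concentration-response curves.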
# * = called active by the depositor; ? = inconclusive; nt = not tested or not shown; [ ] = remark or other dose. Unless noted, the call rests on the fitted dose curve; in most records, active means well fitted curve in the direction sought with a large enough effect; inconclusive means small, poorly fitted or top-dose-only effect, or another doubt; inactive means no such curve, though single readings can be large; an effect the other way counts as inactive or inconclusive.
SMILES,a7 integrin act,Eya2 phos inh,A-T KAP1 phos,TCR act,TSHR antagonist,Mito fusion act,Tb PFK inh,ELG1 repair inh,ASM inhibitor,TSG101-PTAP inh,BCR signal inh
CC(OC(=O)CN(C)S(=O)(=O)c1ccc(Cl)cc1)C(=O)Nc1cccc(Cl)c1 (stereo not drawn),-2%,-4%,3%,0%,-9,1%,-1%,-2%,-8%,-12%,2%
O=C(CCn1nnc2ccccc21)NNC(=O)C1CCCCC1,-15%,-2%,-1%,2%,16,-2%,0%,8%,1%,2%,0%
COc1ccc(S(=O)(=O)n2nc(C)c(S(=O)(=O)N3CCOCC3)c2C)cc1OC,nt,7%,-3%,nt,8,0%,-1%,0%,nt,nt,4%
CC(C)c1ccc(NC(=S)NCCc2c[nH]c3ccccc23)cc1,27%,2%,-8%,-5%,-2,6%,-4%,-21%,-9%,-3%,0%
C/C(=N\NC(=O)c1cccc(S(=O)(=O)Nc2ccccc2Cl)c1)c1ccco1,-2%,1%,2%,1%,16,1%,-8%,9%,-2%,-4%,-3%
O=C(O)CCNc1nc(-c2ccccc2)c2cc(Br)ccc2n1,12%,-21%,9%,-4%,-20,31%,1%,-4%,158%[activator],-22%,4%
C=CCSC1=N/C(=C\c2cc(OCC)c(OC(C)=O)c([N+](=O)[O-])c2)C(=O)S1,-18%,0%,5%,7%,-16,-4%,18%,-7%,-14%,-1%,13%
Cc1ccc(C(=O)CC(C(=O)O)n2cccn2)cc1 (stereo not drawn),-11%,2%,-1%,7%,8,1%,4%,-4%,1%,0%,0%
Cc1ccccc1CSc1ccc(S(=O)(=O)N2CCCC2)cn1,1%,-2%,15%,-65%,-33,nt,7%,?,-1%,0%,-2%
O=C(Cn1cnc2c(cnn2-c2ccc(Cl)cc2)c1=O)NCC1CCCO1 (stereo not drawn),-20%,4%,0%,-1%,-2,4%,-5%,-10%,-2%,-4%,8%
O=C(COC(=O)c1cc2c(s1)CCCC2)Nc1ccc(Cl)cn1,3%,-15%,-3%,0%[46.1 µM],-8,0%,-2%,?,-3%,-6%,11%
CN(Cc1ccccc1)C(=O)CC(c1ccccc1)c1cc(Cl)ccc1O (stereo not drawn),-12%,0%,16%,-3%,10,0%,0%,-23%,-2%,0%,?
CC(C)(O)C#Cc1ccc(C(=O)NCCc2ccc(S(N)(=O)=O)cc2)cc1,-1%,-18%,8%,-2%,16,19%,-2%,-21%,6%,-3%,16%
Cc1ccc(/C(N)=N/OC(=O)N2CCOCC2)cc1,?,?,-1%,5%,12,6%,-1%,-12%,5%,-2%,?
COc1ccc(Cl)cc1N1C(=O)c2cccnc2C1=O,16%,-10%,-2%,8%,0,-3%,-4%,-12%,2%,-6%,-5%
C=CCn1c(SCC(=O)NCCCC(=O)OCC)nc2scc(-c3ccco3)c2c1=O,-5%,-6%,-21%,2%,-4,15%,-8%,?,-5%,1%,10%
O=C(O)c1ccc(N2C(=O)C3ON(c4ccccc4)C(c4ccccc4F)C3C2=O)cc1 (stereo not drawn),-3%,-2%[15.4 µM],0%,-3%,8,2%,8%,-4%,-2%,1%,2%
COc1ccc(NC(=O)CN(C)C(=O)C(C)N2C(=O)c3ccccc3C2=O)cc1 (stereo not drawn),11%,-5%,8%,1%,2,-6%,7%,2%,3%,-2%,-1%
CS(=O)(=O)N1N=C(c2cccs2)CC1c1ccco1 (stereo not drawn),-1%,11%,-6%,4%,4,-1%,-5%,?,6%,-5%,3%
NC(=O)NC(Cc1ccccc1)C(=O)Nc1ccc(S(N)(=O)=O)cc1 (stereo not drawn),5%,16%,-4%,2%,21,-1%,1%,-7%,1%,-2%,15%
CN(C)S(=O)(=O)c1ccc(C(=O)NCc2ccc3[nH]c4c(c3c2)CCCC4)cc1,-9%,-10%,11%,-2%,-10,1%,-1%,-27%,-4%,-3%,-12%
O=C(NCCc1ccc(F)cc1)c1ccc(S(=O)(=O)N2CCCCC2)cc1,-19%,4%,1%,0%,-16,7%,1%,-12%,0%,0%,0%
CCOCCCNC(=O)c1ccc(NC(=O)C2CCCO2)cc1 (stereo not drawn),4%,8%,-3%,-8%,-7,25%,-1%,17%,3%,-6%,-1%
CCc1cccc2c(C(=O)CN3C(=O)NC(C)(c4cccc5ccccc45)C3=O)c[nH]c12 (stereo not drawn),5%,1%,-3%,-1%,-3,-10%,-5%,11%,?,-3%,?
C#CCOCCOCCOCCNc1nc(N2CCN(C(=O)CCCCCCCCCCNC(=O)[C@H]([C@@H](C)CC)n3cc(CCCCCN)nn3)CC2)nc(N2CCN(C(=O)CCCCCCCCCCNC(=O)[C@@H]([C@H](C)O)n3cc(C)nn3)CC2)n1,-44%,28µM*,-28%,1%,-10,-6%,?,?,-15%,46%[activator],?
CCCCOC(=O)Nc1ccccc1C(N)=O,-22%[7.66 µM],2%,-1%,1%,-8,9%,1%,?,1%,-3%,-13%
CCCN(CC(=O)Nc1cc(Cl)cc(Cl)c1)CC(=O)Nc1ccc(F)c(F)c1F,-55%[inhibitor],-19%,2%,9%,-25,-24%,-1%,?,-17%,1%,?
O=C(COC(=O)CN1C(=O)c2ccccc2C1=O)Nc1ccc(S(=O)(=O)N2CCCC2)cc1,5%,-9%,nt,-6%,-13,-4%,0%,-5%,0%,-7%,?
Cc1csc2nc(O)c(C(=O)NCc3ccc4c(c3)OCO4)c(=O)n12,?,7%,-6%,-2%,-5,-2%,0%,13%,-1%,-2%,-2%
Cn1c(=O)[nH]c(=O)c2c1nc(SCC(=O)O)n2Cc1ccccc1,2%,-10%,-1%,-7%,6,2%,0%,14%,8%,-2%,?
COc1cccc(CN(C)C(=O)C(CCSC)NS(=O)(=O)c2ccc3c(c2)OCCO3)c1OC (stereo not drawn),-46%[inhibitor],-4%,13%,-3%,-18,-4%,2%,4.6µM*,3%,-3%,-16%
O=C1C(=O)N(Cc2ccco2)C(c2cccs2)/C1=C(\O)c1cccc([N+](=O)[O-])c1 (stereo not drawn),-22%,9%,-2%,-3%,9,-5%,?,1%,7%,-7%,?
COc1ccc(CCNS(=O)(=O)c2ccc(Br)s2)cc1,?,6%,-2%,1%,1,0%,0%,?,-8%,1%,-4%
CCn1c(SCc2ccccc2)nnc1-c1ccc(S(=O)(=O)N2CCCCC2)cc1,-23%,-12%,-3%,4%,1,2%,16%,?,0%,-6%,0%
CC(=O)c1ccc(NC(=O)CCNS(=O)(=O)c2ccccc2F)cc1,13%,12%,12%,-3%,10,19%,-9%,?,-1%,0%,?
CCN(CC)CC(=O)Nc1sc(C)c(C)c1C(=O)c1ccc(C)cc1,6%,3%,1%,7%,2,0%,-4%,-14%,2%,1%,2%
COc1ccccc1CC(=O)NN1C(=O)c2ccccc2C1=O,8%,-6%,1%,5%[46.1 µM],4,-4%,4%,3%,8%,1%,1%
COc1ccccc1N1CCN(C(=O)c2ccc(-c3nc4ccccc4s3)o2)CC1,32%,14%,9%,-4%,-27,18%,0%,?,-2%,-2%,?
O=C(Cn1c(=O)sc2ccccc21)Nc1ccc(O)cc1,-25%,20%,3%,2%,15,?,-1%,-1%,-1%,-6%,-14%
Brc1ccc2nc(CSc3ncn[nH]3)cn2c1,-5%,27%,8%,-1%,6,-2%,0%,?,3%,-1%,-3%
CCOC(=O)c1cc(-c2ccccc2)n(CCC(=O)N2CCN(c3ccccn3)CC2)c1C,-15%,-18%,2%,1%[46.1 µM],-10,22%,0%,23µM*,1%,-5%,-1%

# Bioassay records from PubChem BioAssay.
